Cdc42 wt = modulators (inhibitors or activators) of GTP binding to human Cdc42 wildtype. P60953. GST-Cdc42 beads, Bodipy-GTP binding, flow cytometry; actives lie on both sides. percent activity (GTP binding), % at 10 µM. actives 0.2% (n = 190,000);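 active = percent activity GTP binding at least 20 points away from the 100% baseline, either down as inhibitor or up as activator; inconclusive = compound flagged as likely green fluorescent from well-wide comparison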;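 also: median bead fluorescence of bound Bodipy-FL-GTP at 100 nM; 0% = excess unlabeled GTP control and 100% = no compound control; below 100% means less GTP binding so inhibitor and above means activator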
Target sequence (P60953 whole entry, looked up): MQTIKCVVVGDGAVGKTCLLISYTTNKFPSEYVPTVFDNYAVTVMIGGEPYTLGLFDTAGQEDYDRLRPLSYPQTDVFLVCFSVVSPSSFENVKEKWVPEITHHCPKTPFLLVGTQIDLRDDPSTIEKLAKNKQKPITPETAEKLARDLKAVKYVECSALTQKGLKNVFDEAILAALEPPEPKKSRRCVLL
Rac1 act GTP bind = human Rac1 activated mutant GTP binding change. P63000. GST-Rac1 activated beads, fluorescent GTP binding, flow cytometry; actives lie on both sides; 100% means binding = to untreated wells. percent activity (GTP binding), % at 10 µM. actives 0.11% (n = 190,000);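 active = GTP binding at least 20 percentage points away from the 100% baseline, in either direction, so actives lie on both sides; inconclusive = Compound likely fluorescent itself, or too few beads counted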
Mcl1-Bid inh = Mcl-1/Bid interaction inhibition. Q07820. TR-FRET Mcl-1/Bid-Dy647 peptide binding, 1536-well. inhibition, % at 21.7 µM. actives 0.97% (n = 220,000);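 active = compounds that cut the binding signal by more than half at the single screening dose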;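 also: His-tagged Mcl-1 with europium anti-His antibody binding Bid BH3 peptide; 0% = Mcl-1 plus peptide wells and 100% = peptide-only wells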
Target sequence (Q07820 whole entry, looked up): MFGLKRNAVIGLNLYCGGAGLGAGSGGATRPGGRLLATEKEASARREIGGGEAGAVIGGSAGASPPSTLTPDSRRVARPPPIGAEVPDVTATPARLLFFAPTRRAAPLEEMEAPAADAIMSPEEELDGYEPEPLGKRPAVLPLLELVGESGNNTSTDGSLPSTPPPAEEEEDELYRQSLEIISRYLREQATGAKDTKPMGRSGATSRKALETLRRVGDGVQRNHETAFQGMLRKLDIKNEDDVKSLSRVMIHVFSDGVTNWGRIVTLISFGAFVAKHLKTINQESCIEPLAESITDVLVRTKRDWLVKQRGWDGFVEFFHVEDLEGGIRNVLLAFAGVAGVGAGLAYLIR
Mcl1-Noxa inh = disrupts binding of human Mcl-1 to Noxa peptide. Q07820. TR-FRET Mcl-1/Noxa peptide binding, 2 h. inhibition, % at 21.7 µM. actives 1.5% (n = 220,000). AID 1022;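 active = compounds that cut the protein-peptide binding signal by more than 50% relative to plate controls in a single-dose test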;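 also: His-tagged Mcl-1 with rhodamine Noxa BH3 peptide and terbium anti-His antibody; 0% = Mcl-1 plus Noxa peptide wells and 100% = peptide-only wells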
HRas wt GTP bind = modulators of GTP binding to human HRas wildtype | GST-Ras wt beads, Bodipy-FL-GTP binding, flow cytometry; actives lie on both sides | actives 0.14% (n = 190,000) | GTP binding activity, % at 10 µM;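 active = GTP binding activity at least 20% away from the 100% baseline, either lowered as inhibitor or raised as activator; inconclusive = flagged as likely green fluorescent, judged across all proteins in the well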;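 also: 0% = unlabeled GTP competition control and 100% = no-compound control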
Target sequence (P01112 whole entry, looked up): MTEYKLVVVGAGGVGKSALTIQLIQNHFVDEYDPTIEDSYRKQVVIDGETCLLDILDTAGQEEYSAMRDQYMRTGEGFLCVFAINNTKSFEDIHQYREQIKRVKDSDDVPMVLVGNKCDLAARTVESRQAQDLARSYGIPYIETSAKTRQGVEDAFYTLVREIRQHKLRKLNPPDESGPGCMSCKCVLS
Rab2A wt mod = changes GTP binding to wildtype dog Rab2A, up or down. actives 0.19% (n = 190,000). AID 760. GST-Rab2 wt beads, Bodipy-GTP binding, flow cytometry. GTP binding activity, % at 10 µM;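 active = GTP binding activity at least 20 points away from 100%, either lowered or raised; inconclusive = signal likely due to the compound's own green fluorescence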;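 also: 0% = beads with excess unlabeled GTP and 100% = no-compound control corrected for plate trend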
Pf gamet viab = P. falciparum stage V gametocyte viability inhibition | AID 743093 | inhibition, % at 10.9 µM | actives 0.065% (n = 150,000) | P. falciparum stage V gametocytes, ATP luminescence, 24 h;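 active = inhibition above the mean plus 3 SD of compounds within the control limits, set per campaign, cut at about 38% in these data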;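 also: 0% = DMSO wells and 100% = medium only without gametocytes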
Avidin fluor = avidin bead compound fluorescence profile; Avidin beads, compound fluorescence 488/530 nm, flow cytometry; active compounds read high; fluorescence (KMESF) at 10 µM; actives 0.38% (n = 220,000); AID 1775; in the data active = fluorescence above about 47; also: inactives centre near 10
Rac1 wt modul = human Rac1 wildtype GTP binding, inhibitors and activators; P63000; actives 0.27% (n = 190,000); AID 757; GTP binding activity (% of control), % at 10 µM; GST-Rac1 beads, fluorescent GTP binding, flow cytometry; actives lie on both sides; 0 = cold GTP competed, 100 = untreated;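 active = GTP binding activity at least 20 points away from the 100% control level, either lower or higher; inconclusive = compound flagged as likely green fluorescent, judged across all proteins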
Rab7 wt modul = dog Rab7 wildtype GTP binding, inhibitors and activators; GST-Rab7 beads, fluorescent GTP binding, flow cytometry; actives lie on both sides; untreated = 100%, excess cold GTP = 0%; GTP binding activity (percent of control), % at 10 µM; actives 0.055% (n = 190,000); AID 758;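 active = fluorescent GTP binding to Rab7 beads changed by at least 20 points from the 100% baseline, either direction, mostly lower; inconclusive = compound itself probably fluorescent, or too few beads counted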;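 also: median green fluorescence of bound Bodipy-FL-GTP per Rab7 bead population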
GSH bead fluor = compound fluoresces at 488/530 nm on GSH beads | AID 1776 | actives 0.25% (n = 190,000) | fluorescence (KMESF) at 10 µM | GSH beads flow cytometry, compound fluorescence 488/530 nm; active compounds read high; in the data active = fluorescence above about 89;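 also: glutathione beads carrying GST-tagged Bcl family fusion proteins plus one bare bead set; values are compound well signal with DMSO vehicle wells as background; inactives centre near 16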
* marks the source's active call; other numbers are inactive results.

Screening O=C(c1ccc2c(=O)n(Cc3ccco3)c(=S)[nH]c2c1)N1CCN(c2ccccc2)CC1 returned Cdc42 wt 93, Rac1 act GTP bind 91, Mcl1-Bid inh -45, Mcl1-Noxa inh 11, HRas wt GTP bind 94, Rab2A wt mod 90, Pf gamet viab 11, Avidin fluor 15, Rac1 wt modul 93, Rab7 wt modul 93 and GSH bead fluor 17.
Screening CC1CCN(CC(=O)N2CCCc3c2c(=O)oc2ccc(OCc4ccccc4)cc32)CC1 returned Cdc42 wt inconclusive, Rac1 act GTP bind inconclusive, Mcl1-Bid inh 2, Mcl1-Noxa inh 12, HRas wt GTP bind inconclusive, Rab2A wt mod inconclusive, Avidin fluor 15, Rac1 wt modul inconclusive, Rab7 wt modul inconclusive and GSH bead fluor 12.
For O=C(Nc1nc2c(s1)CCCC2)Oc1ccccc1 the results were Cdc42 wt 92, Rac1 act GTP bind 91, Mcl1-Bid inh -54, HRas wt GTP bind 92, Rab2A wt mod 91, Pf gamet viab -44, Avidin fluor 8, Rac1 wt modul 88, Rab7 wt modul 90 and GSH bead fluor 31.
`CCC(Oc1nc2ccccc2nc1-c1ccccc1NC(C)=O)C(=O)c1ccccc1` (centres undefined) gave Cdc42 wt 104, Rac1 act GTP bind 100, Mcl1-Bid inh 9, Mcl1-Noxa inh 3, HRas wt GTP bind 102, Rab2A wt mod 100, Avidin fluor 21, Rac1 wt modul 109, Rab7 wt modul 100 and GSH bead fluor 10.
For Cc1cccc(OCCNc2ccc(C(F)(F)F)cc2[N+](=O)[O-])c1 the results were Cdc42 wt 100, Rac1 act GTP bind 104, Mcl1-Bid inh -8, Mcl1-Noxa inh 16, HRas wt GTP bind 100, Rab2A wt mod 102, Avidin fluor 3, Rac1 wt modul 107, Rab7 wt modul 97 and GSH bead fluor 11.
Screening COC(=O)/C=C1\NCCSC1=O returned Cdc42 wt inconclusive, Rac1 act GTP bind inconclusive, Mcl1-Bid inh -8, Mcl1-Noxa inh 4, HRas wt GTP bind inconclusive, Rab2A wt mod inconclusive, Pf gamet viab -52, Avidin fluor 36, Rac1 wt modul inconclusive, Rab7 wt modul inconclusive and GSH bead fluor 18.
Screening CC(CNC(=O)COc1ccccc1)OC(=O)Nc1ccc(Cl)c(Cl)c1 (centres undefined) returned Cdc42 wt 97, Rac1 act GTP bind 96, Mcl1-Bid inh 1, Mcl1-Noxa inh 15, HRas wt GTP bind 97, Rab2A wt mod 95, Avidin fluor 18, Rac1 wt modul 100, Rab7 wt modul 95 and GSH bead fluor 15.
Cc1cccc(NCc2cc(Cl)ccc2O)n1 was read as Cdc42 wt 92, Rac1 act GTP bind 91, Mcl1-Bid inh -32, Mcl1-Noxa inh 10, HRas wt GTP bind 93, Rab2A wt mod 93, Pf gamet viab -9, Avidin fluor 4, Rac1 wt modul 92, Rab7 wt modul 90 and GSH bead fluor 23.
Screening COCCN1C(=O)N[C@@H](c2cccs2)C(C(=O)OC)=C1C returned Cdc42 wt 101, Rac1 act GTP bind 96, Mcl1-Bid inh 1, Mcl1-Noxa inh -3, HRas wt GTP bind 103, Rab2A wt mod 102, Avidin fluor 10, Rac1 wt modul 105, Rab7 wt modul 102 and GSH bead fluor 19.
`CCOC(=O)c1nnc(-c2ccccc2)nc1Oc1ccc(Cl)cc1` gave Cdc42 wt 99, Rac1 act GTP bind 95, Mcl1-Bid inh 11, Mcl1-Noxa inh 13, HRas wt GTP bind 98, Rab2A wt mod 96, Pf gamet viab 7, Avidin fluor 7, Rac1 wt modul 98, Rab7 wt modul 95 and GSH bead fluor 55.
For COc1cc(/C=C(/C#N)c2nc3ccccc3[nH]2)ccc1Oc1ncccc1[N+](=O)[O-] the results were Cdc42 wt 100, Rac1 act GTP bind 99, Mcl1-Bid inh -4, Mcl1-Noxa inh 40, HRas wt GTP bind 100, Rab2A wt mod 96, Avidin fluor 30, Rac1 wt modul 101, Rab7 wt modul 96 and GSH bead fluor 12.
`COCCCN1C(=O)/C(=C/c2ccc(CNS(=O)(=O)c3ccccc3)o2)C(C(=O)OC)=C1C` gave Cdc42 wt 96, Rac1 act GTP bind 97, Mcl1-Bid inh -33, Mcl1-Noxa inh 30, HRas wt GTP bind 94, Rab2A wt mod 93, Pf gamet viab -7, Avidin fluor 10, Rac1 wt modul 94, Rab7 wt modul 94 and GSH bead fluor 16.
For CN(C)CCCNC(=O)/C(=C\c1ccc(-c2ccc(Br)cc2)o1)NC(=O)c1ccccc1 the results were Cdc42 wt 106, Rac1 act GTP bind 102, Mcl1-Bid inh -43, Mcl1-Noxa inh 5, HRas wt GTP bind 99, Rab2A wt mod 100, Pf gamet viab -8, Avidin fluor 2, Rac1 wt modul 108, Rab7 wt modul 99 and GSH bead fluor 7.
For Cc1cccc(OCc2nnc(SCn3nnc4ccccc4c3=O)o2)c1 the results were Cdc42 wt 95, Rac1 act GTP bind 97, Mcl1-Bid inh 5, Mcl1-Noxa inh 12, HRas wt GTP bind 98, Rab2A wt mod 97, Avidin fluor 16, Rac1 wt modul 98, Rab7 wt modul 98 and GSH bead fluor 39.
For COc1cc(/C=N/NC(=O)C2C3CCCCC32C)cc(Br)c1O (centres undefined) the results were Cdc42 wt 93, Rac1 act GTP bind 96, Mcl1-Bid inh -13, Mcl1-Noxa inh 51*, HRas wt GTP bind 97, Rab2A wt mod 95, Pf gamet viab 11, Avidin fluor 8, Rac1 wt modul 95, Rab7 wt modul 97 and GSH bead fluor 14.
For O=C(Cn1nc(-c2ccc3c(c2)OCCO3)ccc1=O)Nc1ccc(-n2cnnn2)cc1 the results were Cdc42 wt 102, Rac1 act GTP bind 98, Mcl1-Bid inh -13, Mcl1-Noxa inh 34, HRas wt GTP bind 101, Rab2A wt mod 100, Pf gamet viab -24, Avidin fluor 14, Rac1 wt modul 101, Rab7 wt modul 106 and GSH bead fluor 11.
Cc1nonc1C1CCCN1Cc1cn[nH]c1-c1ccc(-c2ccccc2)cc1 (centres undefined) was read as Cdc42 wt 99, Rac1 act GTP bind 95, Mcl1-Bid inh -8, Mcl1-Noxa inh 14, HRas wt GTP bind 96, Rab2A wt mod 97, Pf gamet viab 3, Avidin fluor 6, Rac1 wt modul 103, Rab7 wt modul 96 and GSH bead fluor 17.
Screening O=C(CCCn1c(SCc2ccccc2F)nc2ccccc2c1=O)NCC1CCCO1 (centres undefined) returned Cdc42 wt 88, Rac1 act GTP bind 91, Mcl1-Bid inh 23, Mcl1-Noxa inh 14, HRas wt GTP bind 90, Rab2A wt mod 96, Avidin fluor 7, Rac1 wt modul 90, Rab7 wt modul 97 and GSH bead fluor 12.
Screening CC1CCCC(C)N1C(=O)COC(=O)c1ccc2c(c1)OCO2 (centres undefined) returned Cdc42 wt 102, Rac1 act GTP bind 98, Mcl1-Bid inh -7, Mcl1-Noxa inh 8, HRas wt GTP bind 99, Rab2A wt mod 98, Avidin fluor 7, Rac1 wt modul 103, Rab7 wt modul 94 and GSH bead fluor 26.
Screening CN(C)C(=O)c1nc2ccc(Cl)cn2c1CNCc1ccccc1OC(F)(F)F returned Cdc42 wt 98, Rac1 act GTP bind 96, Mcl1-Bid inh -63, Mcl1-Noxa inh 5, HRas wt GTP bind 98, Rab2A wt mod 97, Pf gamet viab 11, Avidin fluor 22, Rac1 wt modul 96, Rab7 wt modul 95 and GSH bead fluor 16.
Screening O=C(NC(Nc1nc2ccc([N+](=O)[O-])cc2s1)(C(F)(F)F)C(F)(F)F)c1cccnc1 returned Cdc42 wt 97, Rac1 act GTP bind 97, Mcl1-Bid inh 4, Mcl1-Noxa inh 16, HRas wt GTP bind 98, Rab2A wt mod 95, Pf gamet viab -4, Avidin fluor 14, Rac1 wt modul 101, Rab7 wt modul 95 and GSH bead fluor 22.
For Cc1sc2c(c1C)c(=O)n(-c1ccccc1)c(=O)n2CC(=O)NCC1CCCO1 (centres undefined) the results were Cdc42 wt 103, Rac1 act GTP bind 97, Mcl1-Bid inh -16, Mcl1-Noxa inh -5, HRas wt GTP bind 98, Rab2A wt mod 99, Pf gamet viab 3, Avidin fluor 9, Rac1 wt modul 97, Rab7 wt modul 104 and GSH bead fluor 18.
`Cn1ccnc1SCc1cn2cc(Br)ccc2n1` gave Cdc42 wt 101, Rac1 act GTP bind 97, Mcl1-Bid inh -30, Mcl1-Noxa inh 15, HRas wt GTP bind 101, Rab2A wt mod 100, Avidin fluor 9, Rac1 wt modul 99, Rab7 wt modul 98 and GSH bead fluor 42.
`CCc1cc2c(=O)c(-c3cscn3)coc2cc1O` gave Cdc42 wt 99, Rac1 act GTP bind 98, Mcl1-Bid inh -17, Mcl1-Noxa inh 19, HRas wt GTP bind 100, Rab2A wt mod 98, Pf gamet viab -24, Avidin fluor 35, Rac1 wt modul 96, Rab7 wt modul 99 and GSH bead fluor 14.
`CCOc1ncccc1C(=O)OCC(=O)c1c(N)n(C)c(=O)n(C)c1=O` gave Cdc42 wt 103, Rac1 act GTP bind 97, Mcl1-Bid inh -51, Mcl1-Noxa inh -2, HRas wt GTP bind 101, Rab2A wt mod 98, Pf gamet viab 3, Avidin fluor 11, Rac1 wt modul 104, Rab7 wt modul 97 and GSH bead fluor 42.
`Cc1cc(C(=O)CSc2nc(N)cc(N)n2)c(C)n1CCc1ccc(F)cc1` gave Cdc42 wt 98, Rac1 act GTP bind 96, Mcl1-Bid inh -14, Mcl1-Noxa inh 29, HRas wt GTP bind 101, Rab2A wt mod 99, Pf gamet viab 10, Avidin fluor 7, Rac1 wt modul 98, Rab7 wt modul 100 and GSH bead fluor 12.
`CC1Oc2ccccc2N(CC(=O)NCc2cccs2)C1=O` (centres undefined) gave Cdc42 wt 97, Rac1 act GTP bind 97, Mcl1-Bid inh -25, Mcl1-Noxa inh -2, HRas wt GTP bind 97, Rab2A wt mod 95, Avidin fluor 17, Rac1 wt modul 98, Rab7 wt modul 98 and GSH bead fluor 13.
`CCOC(=O)c1ccc(NC(=S)N2CCSC2c2ccc(Cl)cc2)cc1` (centres undefined) gave Cdc42 wt 105, Rac1 act GTP bind 100, Mcl1-Bid inh -59, Mcl1-Noxa inh -3, HRas wt GTP bind 97, Rab2A wt mod 97, Pf gamet viab -49, Avidin fluor 16, Rac1 wt modul 105, Rab7 wt modul 102 and GSH bead fluor 10.

Compound activity deposited in PubChem by several laboratories.
